C-LANA FP: inhibitors of KSHV C-LANA binding to DNA, primary screen, biochemical, fluorescence polarization, FAM-LBS DNA, MBP-C-LANA, single point. Kaposi's sarcoma herpesvirus LANA C-terminal domain (residues 932-1162) DNA binding. inhibition, % at 9 µM. hit rate 0.078% among 340,000;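 active = highest replicate inhibition at or above 60% at 9 µM, even if other replicates fall short; inactive = all replicates below 60% inhibition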;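 note: 0% = neutral control wells and 100% = 4 µM acridine orange control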
CAL PDZ FP-1: untagged CAL PDZ binding inhibitors, primary screen, biochemical, fluorescence polarization, HTS | purified CAL PDZ, TMR-peptide fluorescence polarization, 1 h | inhibition, % at 24.9 µM | hit rate 0.92% among 300,000 | AID 602252, 2012;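 active = mean inhibition of at least 30% with at least half of replicates also reaching 30%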;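 note: 0% = DMSO neutral control and 100% = excess unlabeled competitor peptide PRC23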
RTF Ca sens inh: cardiac RTF calcium sensitivity inhibitors, primary screen, biochemical, IANBD-TnC fluorescence, EC70 calcium; Troponin I, cardiac muscle (Homo sapiens) + Troponin T, cardiac muscle (Homo sapiens) + …; IANBD-labeled cardiac RTF, Ca2+ fluorescence; inhibition, % at 7.15 µM; hit rate 0.12% among 340,000;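 active = inhibition above the mean inhibition of all tested compounds plus 3 SD, cut at about 17% in these data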;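 note: assay run at fixed EC70 calcium of 1.6 mM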
Arr AP2 block: inhibitors of beta-arrestin/AP2 binding, primary screen, biochemical, GPCR trafficking, flow cytometry; beta-arrestin 1 C-terminal peptide binding to AP2 beta2-adaptin appendage (human); FITC-arrestin peptide / GST-AP2 beads; AP2 beta2 appendage carries R879A mutation; inhibition, % at 10 µM; hit rate 0.31% among 340,000;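 active = inhibition above a set limit, near 3 SD of compounds lacking own fluorescence, cut at about 54% in these data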;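 note: plate controls were DMSO wells for no effect and 5 µM unlabelled arrestin peptide for full effect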
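System: GST-AP2 R879A glutathione beads. Medium: PBS with 0.05% Tween 20 and 0.1% BSA. Also added: FITC-arrestin peptide, 50 nM. Incubation: 12 min plus 1 h, RT. Measured by: high-throughput flow cytometry of beads, ex 488, em 535 nm. Evaluation: percent drop in bead-associated FITC signal.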
V-ATPase pHluor: regulators of yeast V-ATPase proton pumping, primary screen, pHLuorin cytosolic pH fluorescence | S. cerevisiae | response, % at 10 µM | hit rate 0.37% among 350,000; in the data active = response mostly above about 7.3%, no sharp cut-off; inactive = mostly below about 5.4%; note: actives read high; inactives centre near 0; some compounds called inactive have numbers as strong as hits; reference of the scale not given here
NSD2 HMT inh: NSD2 histone methyltransferase inhibitors, primary screen, biochemical, AlphaScreen, single concentration, set 2; Histone-lysine N-methyltransferase NSD2 (Homo sapiens), O96028; NSD2 peptide methylation, 120 min; inhibition, % at 12.5 µM; hit rate 0.54% among 310,000; AID 743445, 2014; in the data active = inhibition above about 50%
DSG3 Ab inh: inhibitors of pemphigus antibody binding to DSG3, primary screen, biochemical, bead-based, flow cytometry, scFv-GFP | Desmoglein-3 (Homo sapiens), P32926 | DSG3-coupled beads, scFv-anti-DSG3-GFP binding; stronger effect = lower value | binding (percent of control), % at 10 µM | hit rate 0.48% among 310,000 | AID 588358, 2011;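 active = binding more than 3 SD below its plate's average and above zero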; note: some compounds called inactive have numbers as strong as hits
Target sequence (P32926 whole entry, looked up): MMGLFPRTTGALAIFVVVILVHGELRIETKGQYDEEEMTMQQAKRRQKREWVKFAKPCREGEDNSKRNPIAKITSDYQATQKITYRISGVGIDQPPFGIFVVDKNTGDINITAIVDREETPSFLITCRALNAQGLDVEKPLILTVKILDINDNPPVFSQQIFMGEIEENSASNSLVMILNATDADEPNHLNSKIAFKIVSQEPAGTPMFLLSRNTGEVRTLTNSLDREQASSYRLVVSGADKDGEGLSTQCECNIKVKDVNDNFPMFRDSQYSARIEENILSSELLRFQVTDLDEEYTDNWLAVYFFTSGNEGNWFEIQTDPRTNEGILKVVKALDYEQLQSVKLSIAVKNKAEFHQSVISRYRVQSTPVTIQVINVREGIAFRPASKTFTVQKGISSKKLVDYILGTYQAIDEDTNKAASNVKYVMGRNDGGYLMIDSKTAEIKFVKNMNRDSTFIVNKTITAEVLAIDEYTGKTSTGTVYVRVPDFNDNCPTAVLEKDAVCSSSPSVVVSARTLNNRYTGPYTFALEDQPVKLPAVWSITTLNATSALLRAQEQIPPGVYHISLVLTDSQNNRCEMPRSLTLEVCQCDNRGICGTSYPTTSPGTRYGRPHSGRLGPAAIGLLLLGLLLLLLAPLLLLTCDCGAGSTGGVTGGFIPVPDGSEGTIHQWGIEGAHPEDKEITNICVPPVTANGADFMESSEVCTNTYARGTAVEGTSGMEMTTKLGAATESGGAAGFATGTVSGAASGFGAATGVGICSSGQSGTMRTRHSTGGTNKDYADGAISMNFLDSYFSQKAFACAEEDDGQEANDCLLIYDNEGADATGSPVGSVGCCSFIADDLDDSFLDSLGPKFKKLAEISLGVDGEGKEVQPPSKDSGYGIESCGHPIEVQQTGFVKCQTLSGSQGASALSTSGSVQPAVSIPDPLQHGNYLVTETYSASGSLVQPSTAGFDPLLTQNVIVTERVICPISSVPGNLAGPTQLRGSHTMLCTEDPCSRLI
DAGLB inh: DAGLB lipase inhibitors, primary screen, biochemical, fluorescence, HTS. hit rate 0.059% among 340,000. inhibition, % at 5.17 µM. AID 504411, 2011. Diacylglycerol lipase-beta (Homo sapiens), Q8NCG7. HEK293T DAGLB membrane lysate, EnzChek fluorogenic substrate; in the data active = inhibition above about 34%;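 note: 0% = enzyme with vehicle and 100% = wells lacking enzyme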
Keap1-Nrf2 PPI: Keap1-Nrf2 protein-protein interaction inhibitors, primary screen, biochemical, fluorescence polarization, single point; hit rate 0.15% among 340,000; inhibition, % at 9.4 µM; Keap1 Kelch-Nrf2 peptide fluorescence polarization, 1536-well; Kelch-like ECH-associated protein 1 (Homo sapiens), Q14145; in the data active = inhibition above about 12%;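 note: human Keap1 Kelch domain with fluorescein labeled Nrf2 9mer peptide probe; 0% = neutral control wells and 100% = peptide positive control; higher means more block of Keap1 binding to Nrf2 peptide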
CAL PDZ FP-2: CAL PDZ peptide-binding inhibitors, primary screen, biochemical, fluorescence polarization, Cer-tagged CAL PDZ, HTS; hit rate 0.02% among 330,000; Golgi-associated PDZ and coiled-coil motif-containing protein (Homo sapiens), Q9HD26; AID 504414, 2011; purified CAL PDZ, TMR-peptide fluorescence polarization, 1 h; inhibition, % at 20 µM;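 active = highest replicate inhibition of at least 40%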;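 note: plate controls were DMSO neutral control wells for no effect and unlabeled competitor peptide control wells for full effect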
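Material: tagged CAL PDZ domain; buffer or medium: 25 mM sodium phosphate pH 7.4, 150 mM NaCl, TCEP, IgG, Thesit; compound dosing: single point, 20 µM; schedule: 1 h incubation at room temperature before polarization reading; measured by: FP readout, S and P plane fluorescence; read-out basis: percent inhibition from loss of millipolarization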
* = called active by the depositor; . = no result given. This is a subset (hit frequency here may not be typical).

SMILES	C-LANA FP	CAL PDZ FP-1	RTF Ca sens inh	Arr AP2 block	V-ATPase pHluor	NSD2 HMT inh	DSG3 Ab inh	DAGLB inh	Keap1-Nrf2 PPI	CAL PDZ FP-2
OCCNc1nc2ccccc2n1-c1ccccc1	1.7	-4	3	-1	3	-1	103	0	2	.
COc1ccc(CCC(=O)OCC(=O)NCc2ccccc2)cc1	0.5	-8	-4	-4	7	-1	101	-5	-4	-0.5
COc1ccc(C)cc1-n1nnnc1SCC1CCCO1 (centres undefined)	2.3	-4	-6	-3	3	-1	115	-2	1	0.2
COc1ccc(N=c2ssnc2Cl)cc1	-0.3	2	-7	7	3	0	87	1	-4	.
CCc1[nH]nc2c1C(c1ccc(Br)s1)C(C#N)=C(N)O2 (centres undefined)	-0.9	-2	-2	4	1	5	101	3	-3	-0.7
CCOc1ccccc1C(=O)NC1CC2CCCC(C1)N2C1CC1 (centres undefined)	0.2	-3	-1	-8	3	-1	.	2	1	.
CCC(C)[C@H](NC(=O)[C@@H]1CSC2c3ccccc3C(=O)N21)C(=O)NC1CCCC1 (some centres undefined)	-0.1	-2	0	9	0	-8	100	-1	1	-2.5
O=C(CN1c2cccc3cccc(c23)S1(=O)=O)NCc1ccc(Cl)cc1	-0.3	-2	-12	20	-1	-2	105	-1	-2	0.3
O=S(=O)(c1cccc(S(=O)(=O)N2CCCC2)c1)c1cccc(S(=O)(=O)N2CCCC2)c1	-0.6	-2	-1	4	1	-1	.	-1	-2	-1.9
O=C(CSc1nc(-c2ccc(F)cc2)cs1)N1CCc2ccccc21	1.3	.	-1	5	2	-2	99	-3	-2	-0.8
O=C(O)c1ccc(OS(=O)(=O)c2cccc(C(F)(F)F)c2)cc1	1.3	-1	2	-13	1	-1	105	2	0	-0.4
O=C(CN1C(=O)NC2(CCCC2)C1=O)Nc1ccc(OC(F)(F)F)cc1	0.9	-10	2	-7	-1	-2	96	2	-4	-0.8
CCCCCSc1nc2c(cnn2-c2ccccc2)c(=O)[nH]1	1.0	-1	3	-7	-2	.	101	-1	0	-1.0
CCOC(=O)C1CCN(C(=O)c2cccnc2Oc2ccccc2)CC1	-0.1	-1	-1	2	0	-1	113	-1	1	-0.5
CCCc1nc2sc3c(=O)n(N)cnc3c2c2c1CCCC2	-0.7	-3	-16	2	0	1	83	-4	2	-1.3
OC(COc1ccc(CNCCc2ccccc2F)cc1)CN1CCCCC1 (centres undefined)	-0.6	.	-3	13	-1	5	111	-1	-9	-0.4
COc1ccc(NC(=O)c2ccccc2NC(=O)CN2CCCCCC2)cc1	0.2	3	-8	4	-2	0	.	-3	-2	-1.4
COc1cc(Cl)c(S(=O)(=O)n2cnc(C)c2)cc1Cl	1.9	-9	-1	-5	0	9	127	4	-3	-2.4
CCOCC(=O)Nc1cc(OC)c(Cl)cc1OC	1.0	-1	-15	-3	-1	-4	97	-3	-6	-1.6
COc1ccc(/C=N/n2c(=S)n(C)c3ccccc32)cc1OC	-0.6	.	-9	1	-4	2	107	-1	0	-1.2
COc1cc(OC)cc(C(=O)NCC(C)NC(=O)c2cc(OC)cc(OC)c2)c1 (centres undefined)	0.8	-1	-4	0	-5	4	.	1	-7	0.8
O=C(c1ccc(Br)o1)N1CCC(c2nc3ccccc3[nH]2)CC1	0.3	7	-24	9	1	1	102	4	-3	-2.1
COc1cccc(CN2CCN(Cc3nc(-c4cccc(F)c4F)oc3C)CC2=O)c1	-0.9	-3	-1	1	.	-1	104	2	3	-1.4
C/C(=N\Nc1ccccc1[N+](=O)[O-])c1ccccc1O	0.1	.	-8	16	2	1	92	17	-4	-1.5
O=C(CSc1n[nH]c(-c2ccco2)n1)Nc1ccc(F)cc1	-0.1	0	4	24	5	0	103	0	3	-2.7

Structures listed so far with a carbonyl joined to an NH by a bond outside any ring (9):
SMILES	C-LANA FP	CAL PDZ FP-1	RTF Ca sens inh	Arr AP2 block	V-ATPase pHluor	NSD2 HMT inh	DSG3 Ab inh	DAGLB inh	Keap1-Nrf2 PPI	CAL PDZ FP-2
COc1ccc(CCC(=O)OCC(=O)NCc2ccccc2)cc1	0.5	-8	-4	-4	7	-1	101	-5	-4	-0.5
CCOc1ccccc1C(=O)NC1CC2CCCC(C1)N2C1CC1 (centres undefined)	0.2	-3	-1	-8	3	-1	.	2	1	.
CCC(C)[C@H](NC(=O)[C@@H]1CSC2c3ccccc3C(=O)N21)C(=O)NC1CCCC1 (some centres undefined)	-0.1	-2	0	9	0	-8	100	-1	1	-2.5
O=C(CN1c2cccc3cccc(c23)S1(=O)=O)NCc1ccc(Cl)cc1	-0.3	-2	-12	20	-1	-2	105	-1	-2	0.3
O=C(CN1C(=O)NC2(CCCC2)C1=O)Nc1ccc(OC(F)(F)F)cc1	0.9	-10	2	-7	-1	-2	96	2	-4	-0.8
COc1ccc(NC(=O)c2ccccc2NC(=O)CN2CCCCCC2)cc1	0.2	3	-8	4	-2	0	.	-3	-2	-1.4
CCOCC(=O)Nc1cc(OC)c(Cl)cc1OC	1.0	-1	-15	-3	-1	-4	97	-3	-6	-1.6
COc1cc(OC)cc(C(=O)NCC(C)NC(=O)c2cc(OC)cc(OC)c2)c1 (centres undefined)	0.8	-1	-4	0	-5	4	.	1	-7	0.8
O=C(CSc1n[nH]c(-c2ccco2)n1)Nc1ccc(F)cc1	-0.1	0	4	24	5	0	103	0	3	-2.7

New compounds follow
SMILES	C-LANA FP	CAL PDZ FP-1	RTF Ca sens inh	Arr AP2 block	V-ATPase pHluor	NSD2 HMT inh	DSG3 Ab inh	DAGLB inh	Keap1-Nrf2 PPI	CAL PDZ FP-2
Cc1ccc(S(=O)(=O)N(C)CCCC(=O)Nc2ccncc2)cc1	0.6	.	-6	1	-4	.	107	1	-2	0.4
O=C(CN1C(=O)c2ccccc2C1=O)Nc1cccc([N+](=O)[O-])c1	0.9	-1	4	1	-1	9	109	0	0	0.2
COc1cc2oc(=O)cc(-c3ccc(-c4ccc(C)cc4)cc3)c2c(OC)c1OC	0.3	-1	-5	0	1	.	104	0	-2	0.9
C=CCSc1nnc2c(n1)OC(C)=Nc1ccc(Br)cc1-2	-0.7	-2	-2	-7	2	0	98	-5	0	-1.4
O=C(Nc1ccncc1)c1ccc2c(c1)C(=O)N(CC1CCCO1)C2=O (centres undefined)	-1.5	-1	-1	9	2	0	96	0	0	-0.1
Cc1nc(Nc2nc3ccccc3o2)nc(C)c1C	1.7	16	-3	13	-1	-1	99	1	-3	-3.2
Cc1ccc2nc(Cl)c(CN(Cc3cccs3)C(=O)C3CC3)cc2c1	-0.4	-4	-10	-7	2	.	.	1	-2	-2.2
CCC1(c2ccccc2)NC(=S)N(c2ccc(C)c(C)c2)N1 (centres undefined)	0.3	-2	10	-17	-1	-4	99	2	-4	-2.2
O=C(O)CCc1ccc(-c2ccccc2)n1CC1CCCO1 (centres undefined)	-0.3	3	-2	-6	-1	-1	95	3	-5	-1.9
C=CC[C@H](CC(=O)N(CCO)Cc1ccccc1)C(=O)N[C@@H](C)COC(=O)[C@@H](CC=C)Cc1ccc(F)cc1	-0.8	1	-3	1	4	.	115	3	-7	0.1
Cc1ccc(C2=N/C(=C/c3cccs3)C(=O)N2Nc2ccccc2)cc1	-0.3	-1	3	5	1	0	90	0	-1	-3.0
CCN(CC)CC(=O)c1c[nH]c2ccc(OC)cc12	0.0	-2	-34	2	-1	0	103	0	-3	-2.7
COc1ccccc1OCC(=O)OCC(=O)NCCN1C(=O)CSC1=O	1.7	.	6	6	4	-1	100	-2	8	0.3
CCN(CC)CCOC(=O)c1cccc(OC)c1	0.7	-1	-8	-3	.	4	103	-1	-1	-1.0
CC1CCCN(C(=S)SCC(=O)c2cc(Br)cc(Br)c2O)C1 (centres undefined)	-0.7	2	-5	-4	0	6	114	15	1	-0.3
N#C/C(=C\Nc1ccc(Cl)cc1)S(=O)(=O)c1ccccn1	1.7	15	0	1	0	0	120	-1	-2	-0.7
CCCC(NS(=O)(=O)c1ccc(OC)cc1)C(=O)O (centres undefined)	-1.7	1	-3	-10	1	-2	100	0	0	-0.5
CN(C)S(=O)(=O)c1cccc(NC(=O)c2cccc(S(=O)(=O)N3CCCCCC3)c2)c1	-1.5	0	-1	17	0	-1	97	-5	0	-4.9
Cc1ccc(/C=C(\C#N)C(=O)N2CCCC2)c(C)c1	-2.0	.	-3	4	-2	8	97	-5	-5	-0.3
O=C(NC1CCCC1)C(c1cccs1)N(C(=O)c1ccco1)c1ccc2c(c1)OCCO2 (centres undefined)	-1.7	-4	1	-4	0	3	104	0	0	-0.9
Cc1ccc(S(=O)(=O)Nc2cc(C(C)C)c(O)cc2C)cc1	0.1	-7	-5	-10	-3	9	96	0	-4	-5.3
O=C(NCc1ccc2c(c1)OCO2)c1ccc2c(c1)C(=O)N(CC1CCCO1)C2=O (centres undefined)	-0.2	-3	0	26	-1	-2	96	-2	-3	-1.3
Cc1cccc(C(=O)NCCC(=O)Nc2nc(C)c(Cc3ccc4c(c3)OCO4)s2)c1	-1.9	-4	1	8	0	-3	101	-1	-4	-1.2
O=C(CSc1ncnc2ccccc12)NCc1ccco1	-0.7	-5	-24	-2	-3	0	106	1	-17	.
CCC(=O)Nc1c2c(nn1-c1ccc(OC)cc1)CSC2	-3.3	-7	-11	1	2	1	95	-2	2	-0.6
Cc1cc(C(=O)COc2ccccc2C#N)c(C)n1C1CC1	0.7	5	-16	-10	2	.	112	-2	-3	-1.0

From PubChem
